Assay outcomes from PubChem.
NR5A2 inv ag: suppresses constitutive activity of human LRH-1 | HEK293T StAR-luciferase reporter, LRH-1 transfected, 24 h | inhibition, % at 3.6 µM | actives 0.13% (n = 360,000) | AID 602396;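 active means inhibition above the mean inhibition of all tested compounds plus 3 SD, cut at about 73% in these data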;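 further: 0% = DMSO wells and 100% = reporter-only cells lacking LRH-1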
NR2F2 inh: blocks human COUP-TFII nuclear receptor; HEK293T NGFI-A luciferase reporter, luminescence; inhibition, % at 8.6 µM; actives 0.7% (n = 370,000);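 active means inhibition above a per-plate cutoff, mean inhibition of test wells between control levels plus 3 SD, cut at about 38% in these data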;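 further: cells cotransfected with COUP-TFII expression vector driving the NGFI-A reporter; 0% = median of COUP-TF2 test wells and 100% = reporter-only cells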
TLR9-MyD88 block: blocks human TLR9 binding to MyD88; inhibition, % at 4.98 µM; AID 504734; CHO BLA complementation TLR9-MyD88, CCF4 FRET ratio; actives 0.21% (n = 340,000); Q9NR96+Q99836;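 active means inhibition above the mean over all tested compounds plus 3 SD, cut at about 21% in these data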;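 further: 0% = DMSO only wells and 100% = clavulanate BLA inhibitor control wells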
C8 TRAIL sens: sensitizes caspase-8 expressing cells to TRAIL | actives 1% (n = 360,000) | inhibition (viability loss, TRAIL sensitization), % at 10 µM | NB7+C8 cells + TRAIL, ATPlite viability luminescence;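 active means compounds causing at least 50% loss of cell viability in the single-dose screen, relative to plate controls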
TWEAK Fn14 block: TWEAK-Fn14 signaling inhibition; TWEAK-stimulated Fn14 reporter cells, luciferase luminescence, 8 h; inhibition, % at 10 µM; actives 2% (n = 360,000); AID 1159606; in the data active means inhibition above about 50%
EBV LMP1 NFkB: inhibitors of Epstein-Barr LMP1-induced NF-kappaB reporter; inhibition, % at 12.5 µM; AID 504558; LMP1-induced NF-kappaB luciferase reporter cells, luminescence; actives 0.69% (n = 350,000); in the data active means inhibition above about 41%;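 further: 0% = neutral control wells and 100% = reference inhibitor control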
NOD2 RIPK2 PPI: NOD2-RIPK2 protein interaction inhibition | O43353 | CHO BLA complementation NOD2-RIPK2, CCF4 ratio | AID 624267 | inhibition, % at 4.98 µM | actives 0.38% (n = 360,000); in the data active means inhibition above about 21%;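 further: 0% = vehicle only and 100% = reference blocker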
SRC3 inh: human NCOA3 inhibition | Q9Y6Q9 | HEK293 GAL4-SRC3 luciferase reporter, luminescence | inhibition, % at 3.6 µM | actives 0.17% (n = 360,000) | AID 588352;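 active means inhibition above a per-campaign cutoff, the mean of all compounds plus 3 SD, cut at about 60% in these data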;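 further: 0% = DMSO-treated cells and 100% = gossypol-treated cells at 36 µM; higher means less SRC3-driven luciferase light from the GAL4 reporter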
SRC2 inh: human SRC2 (NCOA2) inhibition. HEK293 GAL4-SRC2 luciferase reporter, luminescence. actives 0.17% (n = 370,000). AID 651957. inhibition, % at 9 µM;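 active means inhibition above the mean inhibition of all tested compounds plus 3 SD, set per campaign, cut at about 52% in these data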;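 further: 0% = DMSO treated cells and 100% = cells given Gossypol at 36 µM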
Target sequence (Q15596 whole entry, looked up, the tested form may be a part): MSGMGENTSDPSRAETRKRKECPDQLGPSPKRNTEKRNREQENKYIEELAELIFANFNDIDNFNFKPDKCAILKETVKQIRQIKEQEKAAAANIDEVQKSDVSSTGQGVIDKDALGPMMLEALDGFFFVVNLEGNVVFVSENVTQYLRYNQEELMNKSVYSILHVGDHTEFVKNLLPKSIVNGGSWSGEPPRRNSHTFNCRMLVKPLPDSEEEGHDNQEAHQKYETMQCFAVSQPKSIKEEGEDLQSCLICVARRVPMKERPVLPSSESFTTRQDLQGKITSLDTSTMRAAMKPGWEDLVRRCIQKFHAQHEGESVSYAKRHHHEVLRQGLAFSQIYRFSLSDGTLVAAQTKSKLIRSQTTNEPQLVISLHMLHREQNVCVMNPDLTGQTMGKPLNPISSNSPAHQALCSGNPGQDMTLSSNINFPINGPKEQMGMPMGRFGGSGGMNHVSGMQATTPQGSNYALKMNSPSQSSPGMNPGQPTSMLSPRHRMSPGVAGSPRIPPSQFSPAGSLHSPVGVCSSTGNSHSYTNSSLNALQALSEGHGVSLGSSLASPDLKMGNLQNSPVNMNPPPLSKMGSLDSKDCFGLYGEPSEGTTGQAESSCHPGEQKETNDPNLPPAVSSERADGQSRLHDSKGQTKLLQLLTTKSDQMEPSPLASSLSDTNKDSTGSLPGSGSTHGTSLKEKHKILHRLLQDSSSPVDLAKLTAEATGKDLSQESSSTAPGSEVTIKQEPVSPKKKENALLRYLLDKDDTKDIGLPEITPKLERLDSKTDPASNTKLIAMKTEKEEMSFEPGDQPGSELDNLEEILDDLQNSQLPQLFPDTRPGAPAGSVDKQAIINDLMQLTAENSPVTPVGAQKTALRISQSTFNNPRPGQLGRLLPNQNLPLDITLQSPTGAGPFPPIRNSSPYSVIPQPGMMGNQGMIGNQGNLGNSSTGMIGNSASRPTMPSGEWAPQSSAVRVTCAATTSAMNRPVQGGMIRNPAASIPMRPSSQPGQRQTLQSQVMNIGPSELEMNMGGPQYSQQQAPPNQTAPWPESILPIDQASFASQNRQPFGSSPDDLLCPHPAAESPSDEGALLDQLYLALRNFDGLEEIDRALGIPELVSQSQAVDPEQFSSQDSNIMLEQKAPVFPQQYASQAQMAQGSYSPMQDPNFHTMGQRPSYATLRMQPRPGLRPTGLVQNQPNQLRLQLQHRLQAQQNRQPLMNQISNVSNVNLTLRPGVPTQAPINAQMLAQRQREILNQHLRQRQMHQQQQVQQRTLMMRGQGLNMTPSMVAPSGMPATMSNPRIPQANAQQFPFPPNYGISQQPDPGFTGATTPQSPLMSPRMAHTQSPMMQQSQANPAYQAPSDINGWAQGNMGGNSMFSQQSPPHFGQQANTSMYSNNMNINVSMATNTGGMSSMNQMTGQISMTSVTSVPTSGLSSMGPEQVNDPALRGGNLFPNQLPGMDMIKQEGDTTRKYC
NCOA1 inh: inhibitors of human steroid receptor coactivator 1 (SRC1). actives 0.12% (n = 360,000). inhibition, % at 3.6 µM. HEK293 GAL4-SRC1 luciferase reporter, luminescence;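 active means inhibition above the campaign mean plus 3 SD, with each screening campaign given its own cutoff, cut at about 60% in these data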;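 further: 0% = DMSO treated cells and 100% = gossypol at 36 µM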
TROY signal inh: inhibitors of TROY-dependent NF-kB signaling. actives 0.98% (n = 360,000). Q293 LMP1-TROYcd NF-kB luciferase reporter, 4 h. AID 1347056. inhibition, % at 10 µM;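 active means compounds whose plate-normalised and pattern-corrected inhibition of the luciferase reporter signal at the single screening dose is 50% or more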
Numbers without * were called inactive; nt = not tested or not shown; & = joins results of further samples. An excerpt. The share of hits here may be higher or lower than overall.

item	smiles	NR5A2 inv ag	NR2F2 inh	TLR9-MyD88 block	C8 TRAIL sens	TWEAK Fn14 block	EBV LMP1 NFkB	NOD2 RIPK2 PPI	SRC3 inh	SRC2 inh	NCOA1 inh	TROY signal inh
1	COc1cccc(C2Cc3ccccc3C(=O)O2)c1 (stereo unspecified)	-4	-14	-5	-10	2	-67	-1	12	-15	-4	-15
2	CNCCCC12CCC(c3ccccc31)c1ccccc12	-14&-15&-7	3&6&11	4&-4&-2	4&17&2	21&-17&-13	-3&-13&-14	-14&-14&10	-4&-1&6	-8&3&5	4&-3&-4	-4&0&-27
3	O=C(Nc1cccc(-n2cnnn2)c1)c1ccc(Cl)cc1Cl	-2	-23	-5	-23	-1	3	-15	13	2	5	10
4	CC1CN(C(=O)CCc2ccccc2)C(C)CN1C(=O)CCc1ccccc1 (stereo unspecified)	-8	0	0	-13	9	7	-9	13	-4	-5	2
5	O=C(CN1CCN(c2ccccn2)CC1)Nc1cccc(Br)c1	5	-13	2	6	1	2	2	-1	-8	-28	-1
6	CSc1ncccc1C(=O)N(C)CC(=O)Nc1ccc(Cl)c(C(F)(F)F)c1	9	-2	2	-9	42	5	-6	4	16	8	7
7	O=C1CN(C(=O)c2cc(F)cc(F)c2)c2ccccc2N1	17	6	-2	7	28	-2	2	7	-6	3	-1
8	CCOC(=O)C1CCN(C(=O)C2CCCN(c3ncnc4c3nc3n4CCCCC3)C2)CC1 (stereo unspecified)	-8	-7	-7	-1	-26	-6	8	-24	14	0	7
9	NC(=O)Cc1ccc(OCc2nn[nH]n2)cc1	0	-1	1	-3	1	2	-1	-20	19	-18	3
10	O=S1(=O)N=C(Nc2ccc(S(=O)(=O)N3CCCCC3)cc2)c2ccccc21	21	-3	7	17	8	8	3	23	-2	-23	2
11	CN(C)C(=O)COc1ccc(Oc2ccccc2)cc1	-1	18	4	-1	3	21	-1	4	27	5	-6
12	CC(C)c1[nH]nc2c1C(c1cccs1)C(C#N)=C(N)O2 (stereo unspecified)	21	-1	0	16	14	18	-5	9	-3	11	16
13	COc1cccc(NC(=O)N2CCN(c3cccc(C)c3)C(C)C2)c1 (stereo unspecified)	-19	-7	4	3	5	-10	-7	-16	-9	-19	nt
14	Cc1ccc(CCNC(=O)c2cc(S(=O)(=O)N3CCCC3)cn2C)cc1	11	21	-3	-10	-5	3	4	17	7	8	-3
15	O=C(Nc1cccc(S(=O)(=O)N2CCCCC2)c1)C1CCCN1S(=O)(=O)c1ccccc1F (stereo unspecified)	7	-9	-5	8	-8	-22	0	10	6	-21	8
16	CC(C)(C)NS(=O)(=O)c1ccc(CCC(=O)NCc2cccnc2)cc1	12	-6	-4	-5	3	-8	-1	18	11	-9	10
17	CCCCn1c(SCC(=O)NC2CC2)nnc1-c1ccncc1	-2	6	-9	-12	13	-4	4	5	6	5	-5
18	CCOC(=O)Nc1ccc(N2CCOCC2)c(S(=O)(=O)N2CCOCC2)c1	13	9	6	9	-8	-10	-9	16	-8	-8	9
19	CC(C)C(=O)N1CCC1(C)C(=O)NCc1ccc(C(C)(C)C)cc1 (stereo unspecified)	28	-8	nt	2	7	nt	-12	9	-8	-2	-3
20	O=C(NCCc1ccccc1)c1cccc(S(=O)(=O)N2CCCCC2)c1	-11	12	-1	-2	2	-15	-7	-45	4	-17	-35
21	O=C(Cc1c(F)cccc1Cl)NCc1cccnc1	2	16	-5	5	8	3	0	-30	-7	10	12
22	CCOC(=O)c1ccccc1OCc1cc(/C=N/n2cnnc2)ccc1OC	26	1	-7	5	28	-1	-11	-4	-6	-5	11
23	CCOC(=O)c1c(SC)n(-c2ccccc2)c(=S)n(-c2ccccc2)c1=O	-6	-8	3	-16	16	-10	-10	4	-9	11	2
24	CCOc1ccc(C(C)=O)cc1N1C(=O)C2C3C=CC(C3=C(C)C)C2C1=O (stereo unspecified)	-2	nt	-9	-8	-11	-6	-1	22	nt	9	6
25	O=C(O)c1cccc(NC(=S)NC(=O)c2cccc(OCc3ccccc3)c2)c1	-94	-16	5	-5	13	-16	-5	-34	-1	-93	-30
26	COc1cc(/C=N/NC(=O)Cc2ccccc2)ccc1Oc1ccc([N+](=O)[O-])cc1[N+](=O)[O-]	1	9	-11	-7	52*	-7	-18	-11	-34	11	21
27	Cc1[nH]c(C)c2c(=O)n(Cc3ccccc3Cl)ncc12	-22	-16	nt	-5	25	nt	-2	3	3	7	34
28	Cc1cc(-c2ccc(/C=N/n3cnnc3)o2)c(C)c([N+](=O)[O-])c1	34	-10	-3	-1	-6	-2	-5	-11	-4	-9	-23
29	CC(C)(C)Sc1ccc(N)nc1	-6	-13	0	-9	-5	-10	10	-12	-5	3	-4
30	Cc1ccc(C(=O)NCCCNC(=O)c2ccco2)cc1C	-3	-9	-9	-12	-2	-9	-1	0	-9	-9	-4
31	O=C(Cc1c(F)cccc1Cl)NCCCn1ccnc1	4	-14	8	-2	-6	-5	-8	9	12	10	10
32	Cc1cc(C)c(NC(=O)CS)c(Cl)c1	4	-4	-4	-5	-20	-16	-5	18	-9	-6	12
33	Cn1c(NCCOc2ccccc2)nc2cc(-c3ccc(F)cc3)sc2c1=O	-17	-8	nt	-3	-11	nt	2	1	12	4	1
34	CCN(CC)C(=O)c1sc2nc(-c3ccccn3)[nH]c(=O)c2c1C	-9	17	-7	16	-3	-5	7	12	-10	-12	-1
35	Cc1ccccc1OCCSc1nc2ccccc2n1CCC(=O)O	-10	7	4	-8	2	2	0	-19	-2	-18	6
36	Cc1cc(N)n2nc(-c3ccccc3)c(-c3ccccc3)c2n1	-2	nt	6	-5	17	-23	0	-11	nt	-2	2
37	O=C(COC(=O)/C=C/c1cccc(C(F)(F)F)c1)NCc1ccccc1	12	13	-8	-6	6	-1	8	13	0	3	17
38	Cc1ccccc1NC(=O)Nc1nc(C(N)C2CCCCC2)cs1 (stereo unspecified)	-17	6	nt	11	-52	nt	-7	8	-39	-23	-3
39	CCC(Oc1ccccc1)C(=O)Nc1nnc(S(=O)(=O)Nc2ccccc2)s1 (stereo unspecified)	24	4	8	6	8	-7	-4	3	5	6	-11
40	OCC[C@H]1C[C@H](O)[C@@H](O)[C@]2(CCCO2)O1	3	1	4	-9	-13	0	-1	10	-5	3	17
41	O=C(COC(=O)c1cccc(Cl)c1)NC1CCS(=O)(=O)C1 (stereo unspecified)	-3	-2	5	2	12	4	4	-7	0	5	6
42	CCCN(C(=O)c1cc(S(=O)(=O)N2CCCCC2)ccc1Cl)C1CCS(=O)(=O)C1 (stereo unspecified)	16	-4	-14	-4	12	-1	-10	12	6	1	10
43	COCCNC(=O)C(=O)Nc1cc2c3c(c1)CC(=O)N3CCC2	-4	-27	-1	-8	-12	-9	-5	-7	-34	8	-3
44	CCN(CC(=O)Nc1ccc(NC(C)=O)cc1)C(=O)c1cc(-c2ccccc2Cl)nc2ccccc12	12	2	1	22	22	4	3	1	8	7	-1
45	Cc1ccc(C2NC(c3ccc(C)cc3)C(C)C(=O)C2C)cc1 (stereo unspecified)	-2	10	-3	5	-1	-4	6	1	4	13	-3
46	O=C(C[n+]1cc(-c2ccc(Cl)c(Cl)c2)n2c1CCC2)c1cccs1	20	-1	1	6	-12	0	0	10	13	-6	-16
47	CC(=O)Nc1ccc(S(=O)(=O)N(C)CC(=O)OC(C)C(=O)NC2CCCC2)cc1 (stereo unspecified)	0	-27	-1	20	7	1	-3	-7	-25	-4	-21
48	Cc1ccc2nc(SCC(=O)c3c(N)n(C4CC4)c(=O)[nH]c3=O)[nH]c2c1	-5	4	-5	-9	-2	-5	0	13	-29	7	13
49	COC(=O)C(CCSC)NC(=O)Cn1ncc2c(=O)oc3ccccc3c21 (stereo unspecified)	-6	4	-1	28	-1	1	-9	-16	16	10	-5
50	COc1ccc(-n2c(SCC(=O)O)nc3sc4c(c3c2=O)CCCC4)cc1	2	-11	-4	11	-23	2	-4	0	-4	12	-1
51	CC(C)C(=O)Nc1nnc(SCC(=O)Nc2ccc3c(c2)OCO3)s1	25	-17	-1	-1	-9	-2	-2	20	16	14	6
52	O=C(CCSCCc1ccccn1)Nc1ccccn1	-14	3	-2	7	7	-5	11	12	-17	-4	13
53	COc1cc(OC)c(C(=O)OC(C)C(=O)Nc2cccc(C(F)(F)F)c2)cc1OC (stereo unspecified)	5	-6	3	-5	5	6	5	1	-4	-3	27
54	Cc1nnc2sc(-c3ccccn3)nn12	-29	16	-5	-8	6	-24	-1	-1	16	-17	13
55	CCN(CC)C(=O)CSc1nc2c(sc(=S)n2-c2ccccc2)c(=O)n1-c1ccc(OC)cc1OC	-15	22	2	9	-2	13	5	5	-17	4	21
56	Cc1cc(C)cc(N(CC(=O)Nc2cc(C)ccc2C)S(=O)(=O)c2c(C)[nH]c(=O)[nH]c2=O)c1	-20	4	-11	11	12	0	-2	7	4	-12	2
57	COC(=O)c1[nH]c2ccc(C)cc2c1NC(=O)Oc1ccccc1	-24	-22	5	-10	-4	7	-5	1	-50	-30	-15
